Screens from PubChem BioAssay.
IDE cell inh: cellular human IDE inhibition; actives 0.41% (n = 320,000); P14735; inhibition, % at 5.59 µM; HEK cells, FAbetaB cleavage, fluorescence polarization;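 active = percent inhibition above the average of all tested compounds plus 3 SD, set per screening campaign, cut at about 16% in these data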;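 note: IDE supplied by intact live HEK cells; FP after avidin binding of uncleaved biotin substrate so inhibition keeps polarization high; 0% = DMSO wells and 100% = 60 µM reference IDE inhibitor Ii1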
FID counter: counter-screen for HCV NS3 helicase inhibitors: DNA intercalator displacement; DNA fluorescent intercalator displacement, fluorescence; inhibition, % at 7.9 µM; actives 0.17% (n = 290,000); in the data active = inhibition above about 37%;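 note: 0% = vehicle and 100% = reference compound; higher means more ethidium bromide displaced from hairpin DNA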
PfM18AAP inh: blocks P. falciparum M18 aspartyl aminopeptidase. recombinant PfM18AAP, H-Glu-NHMec fluorogenic cleavage. inhibition, % at 7.35 µM. actives 1.2% (n = 290,000). AID 1822;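 active = inhibition above the campaign mean inhibition over all tested compounds plus 3 SD, cut at about 28% in these data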;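 note: 0% = plate median of test compound wells and 100% = 2 mM ZnCl2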
VIM-2 inhibitor: inhibitors of Pseudomonas aeruginosa VIM-2 metallo-beta-lactamase; actives 0.89% (n = 290,000); inhibition, % at 5.6 µM; purified VIM-2, nitrocefin hydrolysis, epi-absorbance fluorescence; AID 1527;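 active = inhibition above the mean of all tested compounds plus 3 SD, cutoff set per screening run, cut at about 7.5% in these data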;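 note: red hydrolysis product quenches plate fluorescence so inhibitors raise well fluorescence; 0% = enzyme with DMSO and 100% = DMSO without enzyme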
HCV NS3 hel inh: inhibitors of Hepatitis C virus NS3 helicase. NS3 helicase DNA unwinding, Cy5 molecular beacon fluorescence. inhibition, % at 10.9 µM. actives 0.56% (n = 290,000). AID 1800;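 active = inhibition above the mean of all tested compounds plus 3 SD, set per campaign, cut at about 35% in these data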;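 note: 0% = DMSO wells and 100% = thioflavine S control wells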
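Assay system – hepatitis C virus NS3 helicase domain fragment enzyme · Buffer or medium – MOPS pH 6.5, MgCl2, DTT, Tween20, BSA · Reagent – Cy5/quencher beacon DNA duplex and ATP to start · Compound – single 10.9 µM dose · Timing – 1 h at 25 °C · Technique – Cy5 beacon fluorescence read at start and 1 h · Measure – % inhibition of unwinding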
SUMO HTRF inh: inhibitors of human SUMOylation (UBC9); AID 2006; HTRF SUMOylation assay, SAE1/SAE2 + UBC9, in vitro; inhibition, % at 35 µM; actives 0.36% (n = 290,000); in the data active = inhibition above about 50%, passing the limit was not always enough; note: strong numbers were not always called active
IDE cell activ: boosts human insulin-degrading enzyme activity in HEK cells | AID 493087 | P14735 | FAbeta-B cleavage, fluorescence polarization; 0% vehicle, 100% cell-free pure enzyme wells | actives 0.073% (n = 340,000) | activation, % at 5.96 µM;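 active = activation above the mean of all tested compounds plus 3 SD, set per screening campaign, cut at about 17% in these data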
IMP-1 inhibitor: blocks Pseudomonas aeruginosa IMP-1 metallo-beta-lactamase | purified IMP-1, nitrocefin hydrolysis, epi-absorbance fluorescence | inhibition, % at 5.6 µM | actives 0.45% (n = 290,000) | AID 1556;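 active = inhibition above the mean plus 3 SD of all compounds in the same screening run, cut at about 4.5% in these data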;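 note: 0% = IMP-1 with DMSO and 100% = DMSO wells lacking enzyme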
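System: purified IMP-1 / Input: IMP-1 dispensed at 0.2 nM / Medium: 50 mM HEPES pH 7.1, 50 µM ZnSO4, 0.05% Brij 35 / Timing: 15 min enzyme–compound preincubation, then 25 min nitrocefin reaction, 25 °C / Technique: plate fluorescence quenching by hydrolysis product, ex 480/em 530 nm / Repeats: singlicate testing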
pCIP destab: compounds decreasing mouse p/CIP protein stability; Q05BA5; actives 0.01% (n = 290,000); decrease of EGFP signal, % at 10 µM; F442A p/CIP-EGFP cells, EGFP fluorescence, 16 h; AID 1984;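 active = EGFP signal decrease of at least 30% at 10 µM or well 3 SD below plate mean, unless failing retest; inactive = the rest, including hits failing retest or dose response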; note: some compounds called inactive have numbers as strong as hits; many of its hits are not listed in these tables
Target sequence (Q05BA5 1-1403): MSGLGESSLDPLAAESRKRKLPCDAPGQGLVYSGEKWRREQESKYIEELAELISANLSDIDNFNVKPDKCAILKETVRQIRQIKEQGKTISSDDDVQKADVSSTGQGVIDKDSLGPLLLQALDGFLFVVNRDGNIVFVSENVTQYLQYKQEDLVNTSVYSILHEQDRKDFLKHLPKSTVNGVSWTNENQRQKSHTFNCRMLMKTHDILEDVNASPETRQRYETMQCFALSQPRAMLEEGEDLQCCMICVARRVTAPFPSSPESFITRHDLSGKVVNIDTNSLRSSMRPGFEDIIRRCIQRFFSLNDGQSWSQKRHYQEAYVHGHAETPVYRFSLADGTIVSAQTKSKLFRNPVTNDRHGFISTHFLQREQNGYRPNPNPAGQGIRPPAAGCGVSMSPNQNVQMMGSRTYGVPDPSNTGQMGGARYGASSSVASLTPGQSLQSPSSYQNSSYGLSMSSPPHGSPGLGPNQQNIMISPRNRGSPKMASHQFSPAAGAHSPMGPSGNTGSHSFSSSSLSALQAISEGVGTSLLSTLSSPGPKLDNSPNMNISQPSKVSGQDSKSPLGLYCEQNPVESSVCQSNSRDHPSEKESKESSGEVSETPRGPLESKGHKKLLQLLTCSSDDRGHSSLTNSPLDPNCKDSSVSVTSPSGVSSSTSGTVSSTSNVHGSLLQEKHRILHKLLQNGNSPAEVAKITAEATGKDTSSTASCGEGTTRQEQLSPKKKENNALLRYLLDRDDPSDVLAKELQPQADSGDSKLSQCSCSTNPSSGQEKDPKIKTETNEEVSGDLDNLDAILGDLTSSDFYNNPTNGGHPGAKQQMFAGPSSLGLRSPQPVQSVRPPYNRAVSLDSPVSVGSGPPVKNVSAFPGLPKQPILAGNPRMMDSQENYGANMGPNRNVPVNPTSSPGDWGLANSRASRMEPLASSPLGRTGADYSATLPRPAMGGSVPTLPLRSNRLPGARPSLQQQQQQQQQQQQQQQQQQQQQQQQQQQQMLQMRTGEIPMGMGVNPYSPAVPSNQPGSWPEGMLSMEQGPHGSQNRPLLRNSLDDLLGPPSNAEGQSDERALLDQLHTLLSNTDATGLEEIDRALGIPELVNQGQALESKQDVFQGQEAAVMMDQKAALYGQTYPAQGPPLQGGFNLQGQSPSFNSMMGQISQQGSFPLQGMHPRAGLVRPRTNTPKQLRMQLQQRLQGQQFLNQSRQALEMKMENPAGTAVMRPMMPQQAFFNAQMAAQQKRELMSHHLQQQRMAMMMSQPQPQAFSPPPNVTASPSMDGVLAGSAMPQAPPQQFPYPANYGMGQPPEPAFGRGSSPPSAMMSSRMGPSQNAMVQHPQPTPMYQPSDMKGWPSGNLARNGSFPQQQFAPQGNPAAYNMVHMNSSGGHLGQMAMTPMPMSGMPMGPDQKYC
An asterisk follows results filed as active; x = no result given.

SMILES	IDE cell inh	FID counter	PfM18AAP inh	VIM-2 inhibitor	HCV NS3 hel inh	SUMO HTRF inh	IDE cell activ	IMP-1 inhibitor	pCIP destab
CC(C)NC(=O)CN1CCC(c2nc3ccccc3[nH]2)CC1	6	3	-4	-0.8	19	8	-2	-4.3	4
COc1cc(CNCc2ccccn2)ccc1OCc1ccccc1Cl	-2	10	4	2.7	-29	10	3	0.4	-3
CCOC(=O)N1CCN(/C=C(\C#N)c2nc3ccccc3s2)CC1	7	-17	-1	-1.0	-5	20	2	-2.0	-11
CCOC(=O)C1(c2ccccc2)NC(c2ccccc2C)C2C(=O)N(c3ccc4c(c3)OCO4)C(=O)C21 (configuration not stated)	1	-7	-8	-0.3	-3	-11	0	-0.4	4
c1ccc2c(c1)CCN(C1CCCCC1)C2	0	0	-1	-2.3	12	-1	3	-3.2	-6
Cc1ccc(NC(=O)CCN2C(=O)c3cccc4cccc(c34)C2=O)cc1	4	1	-1	-2.2	5	22	1	-2.7	1
CCOC(=O)c1c(S(=O)(=O)NCc2ccc(C)o2)c(C)n(C)c1C	-4	-26	1	2.8	22	2	1	2.0	8
CCOc1cc(/C=C2\SC(=S)N(N3CCOCC3)C2=O)ccc1O	7	-1	13	-1.3	4	-18	-4	-1.5	4
CCN1CCOC(CC(=O)Nc2ccc([N+](=O)[O-])cc2)C1=O (configuration not stated)	1	-9	-1	-0.3	22	8	5	-3.1	-2
Cc1ccc(C)c(NC(=S)NCc2ccccc2)c1	0	-13	1	-0.9	2	12	2	-1.1	-12
CCc1ccc(CNC(=O)CCC(=O)N2Cc3cccc(OC)c3Oc3ncccc32)cc1	-1	-65	6	0.9	14	-2	4	0.2	7
COc1ccc(-c2noc(N3CCC(C(=O)NCCCN4CCC(C)CC4)CC3)n2)cc1	2	13	1	-2.0	-12	4	5	-5.0	5
C=CCN1C(=NC(=O)COc2ccc(Cl)cc2)SC2CS(=O)(=O)CC21 (configuration not stated)	-3	-14	-7	0.8	-2	20	7	-3.5	-16
O=C(Nc1ccccc1)/C(=C\c1cccs1)NC(=O)c1ccccc1	3	-1	-3	-1.7	-3	50	4	-2.4	-6
COc1cccc(-c2cc(C(F)(F)F)nc(N3CCC(C)CC3)n2)c1	2	-1	-3	-1.6	-4	-2	3	4.5*	12
Nc1nonc1C(=O)NCCNCc1ccccc1OCc1ccc(F)cc1	-6	14	-4	-2.1	-17	-18	-5	-2.1	5
COc1ccc(-n2c(SCC(=O)N3CCOCC3)nc(O)c(Cc3ccccc3)c2=O)cc1	5	-14	7	0.6	-2	-1	3	-0.5	-3
CC(=O)c1c(COC(=O)c2ccccc2Cl)nc2ccccc2[n+]1[O-]	-1	-3	-2	-3.8	-4	-2	12	-2.9	-7
O=C(O)CN1C(=O)/C(=C\c2cn(-c3ccccc3)nc2-c2ccccc2)SC1=S	-1	7	26	-2.6	9	15	6	-3.5	-13
COc1ccc(NC(=O)C2C3CCC(O3)C2C(=O)O)cc1OC (configuration not stated)	1	3	5	-0.7	0	5	-3	0.3	-6
N#Cc1sc2nc(-c3ccccc3)cc(C(F)(F)F)c2c1N	x	-5	2	-2.2	7	18	0	-4.4	-10
Cn1c(=O)c(Cc2ccccc2)c(O)c2ccccc21	4	1	-3	-2.4	-3	15	0	-6.4	-3
C/C(=N\NC(=O)c1ccccc1)c1nc2ccccc2n1C	8	-14	8	-0.3	-18	5	-1	-2.7	-4
CCC(C(=O)NCCc1ccc(C)cc1)n1nc(C)c2c(C)n(-c3ccccc3)nc2c1=O (configuration not stated)	8	-54	-7	-1.4	-3	4	-7	-4.4	-3

An excerpt from above in order of SMILES length, lowest first:
SMILES	IDE cell inh	FID counter	PfM18AAP inh	VIM-2 inhibitor	HCV NS3 hel inh	SUMO HTRF inh	IDE cell activ	IMP-1 inhibitor	pCIP destab
Nc1nonc1C(=O)NCCNCc1ccccc1OCc1ccc(F)cc1	-6	14	-4	-2.1	-17	-18	-5	-2.1	5
CC(=O)c1c(COC(=O)c2ccccc2Cl)nc2ccccc2[n+]1[O-]	-1	-3	-2	-3.8	-4	-2	12	-2.9	-7
CCC(C(=O)NCCc1ccc(C)cc1)n1nc(C)c2c(C)n(-c3ccccc3)nc2c1=O (configuration not stated)	8	-54	-7	-1.4	-3	4	-7	-4.4	-3

The listing picks up, repeating the 3 entries before the break.
SMILES	IDE cell inh	FID counter	PfM18AAP inh	VIM-2 inhibitor	HCV NS3 hel inh	SUMO HTRF inh	IDE cell activ	IMP-1 inhibitor	pCIP destab
Cn1c(=O)c(Cc2ccccc2)c(O)c2ccccc21	4	1	-3	-2.4	-3	15	0	-6.4	-3
C/C(=N\NC(=O)c1ccccc1)c1nc2ccccc2n1C	8	-14	8	-0.3	-18	5	-1	-2.7	-4
CCC(C(=O)NCCc1ccc(C)cc1)n1nc(C)c2c(C)n(-c3ccccc3)nc2c1=O (configuration not stated)	8	-54	-7	-1.4	-3	4	-7	-4.4	-3
Fc1ccc(C2CC(c3ccccc3)n3ncnc3N2)cc1 (configuration not stated)	9	-13	-10	-4.2	2	-16	4	-4.7	8
CCOc1ccc(C2/C(=C(/O)c3ccc(OC)cc3)C(=O)C(=O)N2c2cc(C)on2)cc1OC (configuration not stated)	1	-25	-7	-1.2	5	8	3	-3.2	-16
Clc1ccc(OCc2nnc(SCc3nc4ccccc4[nH]3)n2Cc2ccco2)cc1	1	-26	5	-3.5	2	-23	6	-2.5	-10
CC(C)CCNC(=O)CCC(=O)NNc1nc2ccccc2c2nc(-c3ccccc3)nn12	4	-8	-2	-2.2	-1	18	2	-3.8	-1
CCCOC(=O)C1=C(C)N(C)C(=O)NC1c1cc2c(cc1[N+](=O)[O-])OCO2 (configuration not stated)	3	-10	9	-1.5	7	29	1	-1.9	16
CCOP(=O)(OCC)C(C)(C)NC(=O)c1cc([N+](=O)[O-])cc([N+](=O)[O-])c1	-1	5	2	0.8	4	8	0	-1.0	3
CCC(=O)OCC(=O)N=c1sccn1Cc1ccccc1Cl	2	-33	3	-0.7	-1	-10	5	-1.6	-12
CC(C)(C)c1ccc(-c2cc(N)n[nH]2)cc1	-1	-5	-5	-3.5	1	11	9	-4.1	-4
C1CSC2(N1)C1CC3CC(C1)CC2C3 (configuration not stated)	-4	2	0	-4.1	-3	4	2	-4.4	-4
O=C(CN1C(=O)CSc2ccccc21)N/N=C/c1ccco1	1	-17	3	-2.0	5	5	5	-2.9	-15
N#Cc1nc(-c2ccco2)oc1N1CCC(Cc2ccccc2)CC1	1	-17	0	0.2	5	-4	1	1.3	-6
Fc1ccc(-n2c(Cc3cccs3)n[nH]c2=S)cc1Cl	-3	-10	23	-3.2	-1	-6	-17	-3.8	-7
Cc1sc(N/N=C/c2cccnc2)nc1-c1ccccc1	10	-14	-1	-4.3	-11	12	-7	-3.1	-4
Cc1ccc(-c2cn(-c3ccccc3)c(SCC(=O)NC3CCS(=O)(=O)C3)n2)cc1C (configuration not stated)	3	-33	-2	-0.4	0	10	-5	-1.0	-6
CC(=O)c1cccc(NC(=O)CN2C(=O)COc3ccc(Cl)cc32)c1	0	-12	-3	-1.5	-5	12	1	-2.4	1
CCC(C(=O)NCc1ccco1)n1nc(-c2ccc(OC)cc2)ccc1=O (configuration not stated)	4	-15	8	-3.2	15	14	1	-0.5	-1
CCOc1ccc(NC(=O)CSc2nc3ccccc3c(=O)n2Cc2cccs2)cc1	4	5	-7	-0.6	5	-2	2	-2.5	-1
Cc1ccnc(NS(=O)(=O)c2ccc(NC(=O)c3ccc(Br)o3)cc2)n1	-1	-4	-6	-3.0	-1	15	1	-0.5	-2
CCCCCCCNC(=O)C1(CC2CC(c3ccc(Cl)cc3)=NO2)CCN(C(=O)C2(C)CC2)CC1 (configuration not stated)	-2	-41	-7	-0.6	-21	2	-2	-3.8	0
O=C(CSc1nnnn1C1CCCCC1)Nc1ccc2c(c1)OCO2	-3	-12	-3	0.3	0	29	4	-4.5	-14
Cc1ccc(C)n1-c1ccc(C(=O)NCC2CCCO2)cc1 (configuration not stated)	-3	-22	5	0.9	10	10	4	0.0	-15
COc1c(C=O)c(CCN(C)C(=O)c2ccc(F)cc2)cc2c1OCO2	-4	-9	-5	-0.2	5	0	1	0.7	1
Cc1ccc(S(=O)(=O)N2CCOCC2)cc1C(=O)NC1CCCCC1	-3	-6	-5	-1.0	-10	-7	9	-2.1	-2
COc1cccc(CN2CC(C(=O)N(C)Cc3[nH]c4ccccc4c3C)CCC2=O)c1 (configuration not stated)	0	-41	0	-2.3	-5	-6	1	-1.9	2
CN1CCN(C(=O)CCn2nc(-c3ccccc3)c3ccccc3c2=O)CC1	5	3	0	-0.5	2	8	1	-3.2	-6
COC(=O)c1sc(NC(=O)CSc2nc3cccnc3n2C2CCCCC2)nc1C	2	0	-8	-4.2	5	2	1	-2.3	-13
O=C(NC1CC2CCCC(C1)N2C(=O)Nc1ccc(F)cc1)c1ccccc1 (configuration not stated)	1	-14	-10	0.3	-4	7	4	0.0	-17
CC1(C)CC(=O)C=C(C(=O)N2CCCC(C(=O)c3cccc(C(F)(F)F)c3)C2)O1 (configuration not stated)	-1	-36	-2	-0.3	12	-16	3	-1.5	-4
